AHR activator: AHR activators, primary screen, cell-based, luminescence, luciferase reporter, human; AID 2796, 2010; AHR-responsive luciferase reporter cells; Aryl hydrocarbon receptor (Homo sapiens), P35869; activation, % at 5 µM; 320,000 tested, 2.5% active; in the data active means activation above about 47%;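 further: 0% = vehicle wells and 100% = reference agonist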
Target sequence (P35869 whole entry, looked up): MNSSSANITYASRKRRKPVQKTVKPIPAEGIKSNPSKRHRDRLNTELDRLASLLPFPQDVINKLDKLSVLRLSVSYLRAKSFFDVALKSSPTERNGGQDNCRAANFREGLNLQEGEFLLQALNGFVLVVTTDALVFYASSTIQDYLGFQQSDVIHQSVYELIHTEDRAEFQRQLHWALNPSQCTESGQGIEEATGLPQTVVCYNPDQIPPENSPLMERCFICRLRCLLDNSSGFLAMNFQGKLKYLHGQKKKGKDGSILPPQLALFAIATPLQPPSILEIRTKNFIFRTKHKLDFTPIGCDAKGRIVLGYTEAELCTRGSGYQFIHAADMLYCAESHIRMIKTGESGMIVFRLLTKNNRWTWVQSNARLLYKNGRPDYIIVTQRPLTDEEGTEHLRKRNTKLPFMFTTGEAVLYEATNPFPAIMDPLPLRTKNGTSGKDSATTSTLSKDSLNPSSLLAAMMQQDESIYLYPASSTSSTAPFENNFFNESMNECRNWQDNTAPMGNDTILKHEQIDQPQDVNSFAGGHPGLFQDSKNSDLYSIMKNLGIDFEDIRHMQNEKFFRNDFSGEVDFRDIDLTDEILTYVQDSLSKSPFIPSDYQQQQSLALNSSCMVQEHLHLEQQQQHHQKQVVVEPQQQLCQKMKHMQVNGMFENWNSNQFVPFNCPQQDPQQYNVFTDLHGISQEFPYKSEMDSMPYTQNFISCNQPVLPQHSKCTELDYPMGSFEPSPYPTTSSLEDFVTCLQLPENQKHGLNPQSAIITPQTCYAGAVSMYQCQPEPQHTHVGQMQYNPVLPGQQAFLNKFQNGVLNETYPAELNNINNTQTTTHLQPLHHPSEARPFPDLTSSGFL
MEP2 TOR yeast: modulators of MEP2-GFP levels in yeast, primary screen, S. cerevisiae, multiplex flow cytometry, MLPCN library; AID 2016, 2009; GFP response vs DMSO, % at 10 µM; S. cerevisiae MEP2-GFP strain, 3 h; 100% = DMSO control level; 330,000 tested, 0.51% active;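 active means GFP response versus DMSO above a set limit, roughly screen mean plus 3 SD, cut at about 180% in these data; inconclusive means fewer than 70 cells counted for a yeast strain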;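 further: median GFP fluorescence of the barcode-gated MEP2-GFP cells per well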
Efflux pump inh: inhibitors of Candida efflux pumps in yeast, primary screen, S. cerevisiae, Nile Red, multiplex; inhibition, % at 10 µM; 330,000 tested, 0.44% active; AID 485275, 2010; S. cerevisiae Candida pump triplex;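 active means plate passing quality check with inhibition over a set limit, or well fluorescence over plate mean plus 4 SD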;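 further: Nile Red retained in pooled yeast measured as flow cytometry median fluorescence; 0% = buffer negative control and 100% = Enniatin B positive control; higher means more Nile Red kept so more efflux inhibition; some compounds called inactive have numbers as strong as hits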
LAP4-GFP MLPCN: modulators of LAP4-GFP expression in yeast, primary screen, S. cerevisiae, multiplex flow cytometry, MLPCN library | 3 h; median GFP as percent of DMSO wells | 320,000 tested, 0.34% active | AID 2023, 2009 | GFP response vs DMSO, % at 10 µM;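 active means GFP response vs DMSO above a set limit, about the screen mean plus 3 SD, cut at about 150% in these data; inconclusive means under 70 cell events counted for the yeast strain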
RPL19A-GFP yeast: RPL19A-GFP expression modulators in yeast, primary screen, cell-based, S. cerevisiae, multiplex flow cytometry, MLPCN; 330,000 tested, 0.3% active; AID 2025, 2009; S. cerevisiae RPL19A-GFP strain, 3 h; stronger effect = lower value; percent response vs DMSO, % at 10 µM;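 active means percent response vs DMSO below 50%; inconclusive means fewer than 70 events counted for the yeast strain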;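 further: median channel GFP fluorescence of the barcoded RPL19A-GFP strain; ratio of sample median GFP to plate DMSO average so 100% = DMSO; lower means less RPL19A-GFP as with rapamycin TOR inhibition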
CIT2-GFP yeast: modulators of CIT2-GFP expression in yeast, primary screen, S. cerevisiae, GFP fusion, multiplex flow cytometry, MLPCN library; GFP response vs DMSO, % at 10 µM; S. cerevisiae CIT2-GFP strain, 3 h; 100 means same as DMSO wells; AID 2029, 2009; 320,000 tested, 0.065% active;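 active means GFP response relative to DMSO above a set limit, near the screen mean plus 3 SD, cut at about 150% in these data; inconclusive means Fewer than 70 cells measured for a yeast strain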;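 further: ratio of well median GFP fluorescence to mean of DMSO wells on the plate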
CR mimetic SO: reduction of superoxide in aged yeast, primary screen, HTS. S. cerevisiae aged cells, superoxide DHE fluorescence; stronger effect = lower value. 330,000 tested, 0.18% active. superoxide response (% of plate mean), % at 10 µM;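 active means superoxide response under a set limit, about three screen SD below normal, cut at about 65% in these data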;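 further: yeast aged for seven days with compound at 30 °C before DHE staining; 100% = average MFI of all compound-treated wells on the plate with controls excluded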
AGP1-GFP MLPCN: modulators of AGP1-GFP expression in yeast TOR pathway, primary screen, cell-based, multiplex flow cytometry, S. cerevisiae, MLPCN library; 3 h; GFP as percent of DMSO wells; GFP response vs DMSO, % at 10 µM; 320,000 tested, 0.02% active;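 active means GFP response relative to DMSO above a set limit, near screen average plus 3 SD, cut at about 150% in these data; inconclusive means fewer than 70 cells counted for the yeast strain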;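 further: median GFP channel fluorescence of the gated AGP1 strain per well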
Starred values were filed as active, the others as inactive; ? = inconclusive; . = no result given; [ ] = remark or other dose.

SMILES	AHR activator	MEP2 TOR yeast	Efflux pump inh	LAP4-GFP MLPCN	RPL19A-GFP yeast	CIT2-GFP yeast	CR mimetic SO	AGP1-GFP MLPCN
CCOC(=O)c1c(NC(=O)CN2CCCCC2)sc(CN(C)C)c1-c1ccccc1	1	98	-0.1	97	100	.	100	106
O=C(CN(C(=O)CNC(=O)c1cccs1)c1ccc(F)cc1)NC1CCCCC1	-2	107	0.1	97	99	97	93	105
COC(=O)[C@]1(C)N[C@H](CN(C)S(=O)(=O)c2ccc(C(C)(C)C)cc2)[C@@H]2C(=O)N(C)C(=O)[C@@H]21	-1	102	-0.4	99	95	94	86	102
O=C(O)c1cccc(-c2noc(-c3cccc(Cl)c3)n2)c1	-5	90	0.2	112	100	87	100	98
COCCN(C(=O)c1ccc(OCC(C)C)cc1)c1c(N)n(Cc2ccccc2)c(=O)[nH]c1=O	-1	100	-0.2	116	93	92	117	105
CN1CCN(CC(=O)Nc2ccc([N+](=O)[O-])cc2Br)CC1	2	99	0.1	107	101	104	102	104
Cc1ccc(Nc2c(F)c(F)c(F)c(F)c2C(=O)O)c(C)c1	0	99	-0.1	91	91	95	95	93
COc1ccccc1CNC(=O)COC(=O)c1ccncc1	0	90	0.0	102	97	89	106	100
COc1ccccc1NS(=O)(=O)c1cc(NC(=O)c2ccc3ccccc3n2)ccc1Cl	7	101	0.0	101	101	107	111	102
CCOC(=O)N1CCN(S(=O)(=O)c2c(C)[nH]c(=O)[nH]c2=O)CC1	0	100	0.2	105	97	107	89	97
O=C(C[n+]1ccc(-c2ccccc2)cc1)Nc1ccc([N+](=O)[O-])cc1	0	108	-0.1	99	102	98	90	100
CC(=O)OC1COC(N2CCc3cc(Br)c([N+](=O)[O-])cc32)C(OC(C)=O)C1OC(C)=O (stereo not drawn)	5	104	-0.1	93	90	104	100	95
COc1cc2c(cc1NC(=O)CN(C)Cc1nc3ccccc3c(=O)[nH]1)oc1ccccc12	46	104	0.0	102	103	102	125	106
C#Cc1ccc([C@@H]2C=C(C(=O)OCC=C)O[C@H](OCCCCO)C2)cc1	10	99	0.1	97	95	91	114	100
COc1cccc(OCc2cc(/C=N/Nc3ccc(C(=O)O)cc3)ccc2OC)c1	7	97	0.0	116	93	85	102	101
CCOC(=O)CCc1c(C)nc(SCc2ccc(C(=O)O)cc2)c(C#N)c1C	-3	103	0.0	91	102	101	89	98
COc1ccc(NC(=O)CSCC(=O)Nc2nnc(C3CC3)s2)cc1	5	99	0.0	101	94	95	99	99
CN(C(=O)COC(=O)Cc1ccccc1[N+](=O)[O-])C1CCS(=O)(=O)C1 (stereo not drawn)	2	98	0.1	92	97	96	91	93
CS(=O)(=O)N(CC(=O)N1CCN(Cc2ccccc2)CC1)Cc1ccccc1	0	104	0.0	98	99	103	97	104
COc1ccc(C2Nc3ccccc3C(=O)N2NS(C)(=O)=O)cc1 (stereo not drawn)	-1	100	-0.1	109	102	96	91	102
Cc1ccc(OCc2nc3c4c(ncn3n2)-c2ccccc2CC42CCCC2)cc1	7	85[may fluoresce red]	0.0	90[may fluoresce red]	?	82[may fluoresce red]	94	86[may fluoresce red]
COc1ccc(N2CC(O)=C(c3n(C)c4ccccc4[n+]3C)C2=N)cc1	1	111	-0.1	106	104	114	100	115
O=C1N=C(N2CCCC2)S/C1=C\c1cn[nH]c1-c1ccccc1	5	107	0.2	101	101	104	120	103
COc1ccc([N+](=O)[O-])cc1NC(=O)C(C)OC(=O)C1CC(=O)N(Cc2ccco2)C1 (stereo not drawn)	0	99	-0.1	104	97	105	105	101

Just MEP2 TOR yeast, for some of the entries so far:
SMILES	MEP2 TOR yeast
O=C1N=C(N2CCCC2)S/C1=C\c1cn[nH]c1-c1ccccc1	107
COc1ccc([N+](=O)[O-])cc1NC(=O)C(C)OC(=O)C1CC(=O)N(Cc2ccco2)C1 (stereo not drawn)	99

More results.
SMILES	AHR activator	MEP2 TOR yeast	Efflux pump inh	LAP4-GFP MLPCN	RPL19A-GFP yeast	CIT2-GFP yeast	CR mimetic SO	AGP1-GFP MLPCN
O=C(NCC1CCCO1)c1cnc(Cl)c(Cl)c1 (stereo not drawn)	0	90	0.6	94	103	96	101	99
N#Cc1ccc(OCC(=O)OCC(=O)c2ccccc2)cc1	-1	93	-0.1	94	98	102	106	96
N#CCC(=O)Nc1ccc(C(=O)OCc2ccccc2Oc2ccccc2)cc1	-1	101	-0.1	104	102	97	108	95
Cc1nn(Cc2nc(-c3cccs3)no2)c(C)c1Br	6	100	-0.1	104	100	93	96	94
Clc1cc2nc3ccccn3c2cc1Cl	-4	96	0.0	97	93	99	76	94
O=C(NCc1cccs1)C1CCC(CNS(=O)(=O)c2ccc(Br)s2)CC1 (stereo not drawn)	1	94	0.1	101	99	95	86	99
CCNC(=O)c1ccc(C2SCC(=O)N2CCc2ccccc2)cc1 (stereo not drawn)	0	106	0.0	92	104	97	107	102
CCCc1cc(CNC(=O)C2CCC(=O)N(Cc3ccccc3F)C2)on1 (stereo not drawn)	1	88	3.8	91	91	89	92	96
COc1ccc(CNC(=O)C2CC(=O)N(c3ccc(OCC(=O)N4CCCCC4)cc3)C2)cc1 (stereo not drawn)	2	86	-0.1	92	96	112	92	97
COc1cccc(NC(=O)C2CC(=O)N=C(N)S2)c1 (stereo not drawn)	4	111	0.0	97	101	99	108	101
CC(=O)c1cnc2nc(C)nn2c1C	0	109	-0.1	101	103	107	96	105
Cc1oc(-c2ccc(Cl)cc2)nc1CS(=O)CC(=O)NCCCN1CCCC(C)C1 (stereo not drawn)	-1	104	-0.1	99	100	104	86	101
C=CCC(COCc1ccccc1)NS(=O)(=O)c1ccccc1Br (stereo not drawn)	4	84	0.1	121	93	77	92	76
C(#Cc1ccccc1)Cn1nnc2ccccc21	4	97	0.0	119	93	82	95	82
Cc1ccc(NC(=O)CC(=O)c2ccc([N+](=O)[O-])cc2)cc1S(=O)(=O)Nc1cccc(Cl)c1	2	100	0.0	93	99	100	77	99
CC(C)c1cccc(C(C)C)c1NC(=O)COC(=O)c1ccc(OCC(=O)Nc2cccc(C(F)(F)F)c2)cc1	1	109	-0.1	96	93	100	103	94
COC(=O)N/N=C/c1cc(Cl)cc(Cl)c1OCc1ccc(F)cc1	55*	98	0.2	98	101	99	89	98
CC1(c2nnc(-c3cccc(Cl)c3)o2)CC(c2cccc(Cl)c2)=NO1 (stereo not drawn)	-3	102	0.1	113	114	100	107	108
Cc1ccc(C)c(N2CCN(C(=O)CN3C(=O)c4ccccc4C3=O)CC2)c1	0	86	-0.1	100	101	101	96	104
CSc1ccccc1OCc1cc(C(=O)NCc2csc(C(C)C)n2)no1	10	103	0.1	99	100	97	79	94
O=c1ncc(F)c[nH]1	0	96	-0.1	109	104	115	96	93
Cc1ccc(S(=O)(=O)NCCNC(=O)c2nonc2N)cc1	1	101	-0.1	101	101	102	96	103
CCOc1ccc(CCNC(=O)c2cccc3c2C(=O)N(CCOC)C3)cc1OCC	2	111	0.4	95	104	103	78	100
COc1ccc(NC(=O)N(C)C[C@H]2Oc3ccc(NS(=O)(=O)c4cccs4)cc3C(=O)N([C@H](C)CO)C[C@@H]2C)cc1	-1	93	-0.4	96	97	98	88	103
O=C(COC(=O)c1cncc(Br)c1)NCc1ccc2c(c1)OCO2	-1	108	-0.1	105	107	107	107	100
Cc1cc(C(=O)Nc2cccc([N+](=O)[O-])c2)c(C)o1	28	92	0.3	92	103	101	89	93
Cc1cccc(NC(=S)N2CCC(C(N)=O)(N3CCCCC3)CC2)c1C	3	111	-0.2	95	105	98	103	108
CC(=O)N1CCCc2cc(S(=O)(=O)N3CCCC(C(=O)N4CCN(c5cc(C)ccc5C)CC4)C3)ccc21 (stereo not drawn)	-1	103	0.0	96	99	108	123	102
Cc1ccc(OCc2cc(C(=O)NC(C)Cc3cccc(C)n3)no2)cn1 (stereo not drawn)	21	101	0.0	89	101	99	103	99
C[C@@H]1NC(=O)c2cc([N+](=O)[O-])cc(I)c2NCC[C@@H](C(N)=O)NC(=O)[C@H](CC(N)=O)NC1=O	-1	104	-0.1	99	97	99	100	103
CC(O)Cn1cnc2c1c(=O)n(C)c(=O)n2C (stereo not drawn)	-2	103	0.0	112	109	105	108	109
CCOc1cccc2c1OC1(C)CC2NC(=O)N1c1cccc(C(=O)N2CCN(c3ccccn3)CC2)c1 (stereo not drawn)	0	110	-0.1	99	100	100	94	101
CCOc1ccc(N2C(=O)CSC23CCCCC3)cc1	-1	96	0.3	98	101	102	107	99
O=C(CSc1nc(-c2ccccc2)c(-c2ccccc2)o1)Nc1nncs1	0	97	-0.2	93	93	95	92	91
COc1ccccc1OCc1ccc(C(=O)N2CCN(C)CC2)o1	3	97	-0.1	89	100	101	100	93
c1cnc2nc(CSc3ncn[nH]3)cn2c1	0	104	0.0	91	100	96	87	97
CNS(=O)(=O)c1cccc(C(=O)NCC(c2cccs2)N(C)C)c1 (stereo not drawn)	7	109	0.0	99	104	113	89	114
COC(=O)[C@@H]1C[C@H]1[C@@H](NC(=O)c1cc(C)on1)c1ccccc1	0	102	0.0	93	100	102	95	107
CCN(CC)C(=O)CSc1nc(-c2cccs2)cc(-c2cccs2)c1C#N	10	98	-0.1	101	95	92	90	94
CN(Cc1ccccc1)C(=O)c1[nH]cnc1C(=O)NCC(=O)OCc1ccccc1	12	90	-0.1	123	93	66	98	77
CCc1ccc(NC(=O)C(C)Sc2nnc(CN3CCCC3)o2)cc1 (stereo not drawn)	0	94	-0.2	91	92	95	92	97
CN(Cc1ccc(C(C)(C)C)cc1)C(=O)c1ccc2c(=O)n3c(nc2c1)CCC3	-1	102	-0.1	103	98	103	99	106
CC(=O)Oc1ccc(N(C(C)=O)S(=O)(=O)c2cc([N+](=O)[O-])ccc2C)cc1	3	108	-2.9	104	113	109	119	107
O=S(=O)(Cc1cc(Sc2ccc(Cl)cc2)nc(-c2ccccc2)n1)c1ccccc1	-2	103	0.0	107	103	100	99	99
CCOC(=O)N1CCN(Cc2nc3cc([N+](=O)[O-])ccc3n2C)CC1	0	99	0.2	98	106	102	99	102
CCC(=O)N1CCc2cc(S(=O)(=O)NCCCOC)ccc21	3	86	0.0	80	97	97	99	.
Cc1ncc(CN2CCCC(CCC(=O)NCc3ccc(F)c(F)c3)C2)s1 (stereo not drawn)	0	102	-0.2	100	100	107	85	107
COc1ccc(NC(=O)CCCn2c(=O)oc3ccccc32)cc1Cl	4	98	0.1	97	103	101	105	97
O=C(CSc1nnc(CNC(=O)c2c(F)cccc2Cl)o1)Nc1ccc2c(c1)OCO2	4	103	-0.1	100	98	109	84	106
Cc1ccc(C(=O)NNC(=O)CSc2n[nH]c(-c3cccnc3)n2)cc1	3	100	0.1	108	101	96	102	104
Cc1ccccc1C(=O)NC(=S)NC1CCSC1=O (stereo not drawn)	1	103	0.1	82	102	99	88	94
Cc1cc(=O)n(Cc2ccc(OC(C)C)cc2)c(=S)[nH]1	-1	97	0.0	102	100	108	98	105
O=C(CCc1ccc(S(=O)(=O)NCCc2ccccc2)cc1)NCc1ccco1	2	95	0.0	93	98	99	101	100
